# Bioassay records as filed in PubChem.
# Mcl1 Bid PPI – Mcl-1/Bid interaction inhibition. AID 1021. TR-FRET Mcl-1/Bid-Dy647 peptide binding, 1536-well. 220,000 compounds, 0.97% hits. inhibition, % at 21.7 µM. Q07820;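 active = compounds that cut the binding signal by more than half at the single screening dose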;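 note: His-tagged Mcl-1 with europium anti-His antibody binding Bid BH3 peptide; 0% = Mcl-1 plus peptide wells and 100% = peptide-only wells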
# Target sequence (Q07820 whole entry, looked up): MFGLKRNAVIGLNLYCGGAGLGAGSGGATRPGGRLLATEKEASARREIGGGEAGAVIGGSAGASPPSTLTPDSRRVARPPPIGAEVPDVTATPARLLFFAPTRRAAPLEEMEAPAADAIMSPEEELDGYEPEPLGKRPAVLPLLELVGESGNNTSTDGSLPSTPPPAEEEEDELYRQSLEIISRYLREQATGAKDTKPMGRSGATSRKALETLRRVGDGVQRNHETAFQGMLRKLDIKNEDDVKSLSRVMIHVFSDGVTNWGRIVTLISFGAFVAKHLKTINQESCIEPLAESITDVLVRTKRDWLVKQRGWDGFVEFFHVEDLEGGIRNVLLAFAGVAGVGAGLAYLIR
# HRas wt GTP – changes GTP binding to wildtype human HRas; GST-Ras wt beads, Bodipy-FL-GTP binding, flow cytometry; actives lie on both sides; GTP binding activity, % at 10 µM; 190,000 compounds, 0.14% hits; AID 759;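 active = GTP binding activity at least 20% away from the 100% baseline, either lowered as inhibitor or raised as activator; inconclusive = flagged as likely green fluorescent, judged across all proteins in the well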;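 note: 0% = unlabeled GTP competition control and 100% = no-compound control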
# Target sequence (P01112 whole entry, looked up): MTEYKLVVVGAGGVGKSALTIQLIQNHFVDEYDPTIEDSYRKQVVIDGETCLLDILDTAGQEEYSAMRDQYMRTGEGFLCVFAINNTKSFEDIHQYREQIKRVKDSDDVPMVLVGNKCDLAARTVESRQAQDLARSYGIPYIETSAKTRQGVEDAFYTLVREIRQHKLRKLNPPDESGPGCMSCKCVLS
# Pf gamet viab – P. falciparum stage V gametocyte viability inhibition. P. falciparum stage V gametocytes, ATP luminescence, 24 h. inhibition, % at 10.9 µM. 150,000 compounds, 0.065% hits;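 active = inhibition above the mean plus 3 SD of compounds within the control limits, set per campaign, cut at about 38% in these data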;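 note: 0% = DMSO wells and 100% = medium only without gametocytes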
# Rab2A wt mod – changes GTP binding to wildtype dog Rab2A, up or down | P61105 | GST-Rab2 wt beads, Bodipy-GTP binding, flow cytometry | GTP binding activity, % at 10 µM | 190,000 compounds, 0.19% hits;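 active = GTP binding activity at least 20 points away from 100%, either lowered or raised; inconclusive = signal likely due to the compound's own green fluorescence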;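 note: 0% = beads with excess unlabeled GTP and 100% = no-compound control corrected for plate trend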
# Rab7 wt GTP bind – dog Rab7 wildtype GTP binding, inhibitors and activators | GST-Rab7 beads, fluorescent GTP binding, flow cytometry; actives lie on both sides; untreated = 100%, excess cold GTP = 0% | GTP binding activity (percent of control), % at 10 µM | 190,000 compounds, 0.055% hits | AID 758;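 active = fluorescent GTP binding to Rab7 beads changed by at least 20 points from the 100% baseline, either direction, mostly lower; inconclusive = compound itself probably fluorescent, or too few beads counted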;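 note: median green fluorescence of bound Bodipy-FL-GTP per Rab7 bead population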
# Avidin bead fluor – compound fluoresces at 488/530 nm on avidin beads; compound fluorescence 488/530 nm, flow cytometry; hits give high values; fluorescence (KMESF) at 10 µM; 220,000 compounds, 0.38% hits; AID 1775; in the data active = fluorescence above about 47; note: inactives centre near 10
# Mcl1 Noxa PPI – disrupts binding of human Mcl-1 to Noxa peptide; TR-FRET Mcl-1/Noxa peptide binding, 2 h; inhibition, % at 21.7 µM; 220,000 compounds, 1.5% hits; AID 1022;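 active = compounds that cut the protein-peptide binding signal by more than 50% relative to plate controls in a single-dose test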;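 note: His-tagged Mcl-1 with rhodamine Noxa BH3 peptide and terbium anti-His antibody; 0% = Mcl-1 plus Noxa peptide wells and 100% = peptide-only wells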
# Bim-Mcl-1 – human Bim-Mcl-1 interaction inhibition. Q07820. Bead-based flow cytometry, Bim peptide-Mcl-1 binding. inhibition, % at 10 µM. 190,000 compounds, 0.1% hits; in the data active = inhibition above about 40%;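 note: 0% = no compound tracer wells and 100% = peptide blocker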
# Rac1 wt GTP bind – modulators of human Rac1 wildtype GTP binding; GTP binding activity (% of control), % at 10 µM; P63000; GST-Rac1 beads, fluorescent GTP binding, flow cytometry; actives lie on both sides; 0 = cold GTP competed, 100 = untreated; 190,000 compounds, 0.27% hits;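 active = GTP binding activity at least 20 points away from the 100% control level, either lower or higher; inconclusive = compound flagged as likely green fluorescent, judged across all proteins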
# Cdc42 wt – changes GTP binding to wildtype human Cdc42. P60953. percent activity (GTP binding), % at 10 µM. 190,000 compounds, 0.2% hits. GST-Cdc42 beads, Bodipy-GTP binding, flow cytometry; actives lie on both sides;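 active = percent activity GTP binding at least 20 points away from the 100% baseline, either down as inhibitor or up as activator; inconclusive = compound flagged as likely green fluorescent from well-wide comparison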;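 note: median bead fluorescence of bound Bodipy-FL-GTP at 100 nM; 0% = excess unlabeled GTP control and 100% = no compound control; below 100% means less GTP binding so inhibitor and above means activator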
# Target sequence (P60953 whole entry, looked up): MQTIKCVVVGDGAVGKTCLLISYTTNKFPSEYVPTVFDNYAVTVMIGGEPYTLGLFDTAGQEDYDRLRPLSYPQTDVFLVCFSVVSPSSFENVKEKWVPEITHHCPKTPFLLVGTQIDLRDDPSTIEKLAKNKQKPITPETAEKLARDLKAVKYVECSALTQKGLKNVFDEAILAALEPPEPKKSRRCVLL
# Rac1 mut GTP – alters GTP binding to activated mutant human Rac1; P63000; GST-Rac1 activated beads, fluorescent GTP binding, flow cytometry; actives lie on both sides; 100% means binding = to untreated wells; percent activity (GTP binding), % at 10 µM; 190,000 compounds, 0.11% hits;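 active = GTP binding at least 20 percentage points away from the 100% baseline, in either direction, so actives lie on both sides; inconclusive = Compound likely fluorescent itself, or too few beads counted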
# * = called active by the depositor; ? = inconclusive; nt = no result given; [ ] = another dose, or the depositor's remark.
# The opening 10 compounds, to show the layout:
# Sequence of screens: Mcl1 Bid PPI	HRas wt GTP	Pf gamet viab	Rab2A wt mod	Rab7 wt GTP bind	Avidin bead fluor	Mcl1 Noxa PPI	Bim-Mcl-1	Rac1 wt GTP bind	Cdc42 wt	Rac1 mut GTP
> CCc1cccc(NC(=O)c2snc3c(=O)[nH]cnc23)c1
 : -32	101	13	100	101	4	-14	4	105	103	100
> O=C(NC1CCCCC1)c1ccc(CNc2ccccc2)o1
 : -13	96	18	94	95	5	5	2	95	96	93
> N/C(Cc1cccs1)=N\OC(=O)COc1ccc(Br)cc1
 : -2	94	24	92	96	10	14	3	90	94	92
> CCN(CC)c1ccc(C(=O)OCC(=O)Nc2cc3oc4ccccc4c3cc2OC)cc1
 : 37	98	-7	99	96	12	17	0	101	98	98
> O=S(=O)(N1CCOCC1)n1nnc2ccccc21
 : -5	98	nt	98	95	37	-19	-3	98	98	97
> Cc1cccc(N2N=C(C(=O)Nc3nc(C)cs3)CCC2=O)c1
 : -31	93	-5	96	95	11	3	0	96	95	95
> O=C(CSc1nc2ccsc2c(=O)n1Cc1ccc(C(=O)O)cc1)NCC1CCCO1 (centres undefined)
 : 18	99	-11	102	103	13	14	73*	106	102	100
> Cc1cccc(-n2c(O)c(C=Nc3ccc4c(c3)OCO4)c3ccccc3c2=O)n1
 : 11	103	nt	102	102	6	30	0	107	104	102
> CCOC(=O)c1c2ccc(OCC(=O)N/N=C/c3ccc(Cl)cc3)cc2n2ccccc12
 : 47	99	nt	98	100	11	40	0	99	96	98
> COc1ccccc1CN1C[C@@H]2C[C@@H](c3cccc(C)c3)N3CCC[C@@]23C1=O
 : -18	100	-1	101	103	6	2	0	98	97	94

# This part in full, from the start:
# Sequence of screens: Mcl1 Bid PPI	HRas wt GTP	Pf gamet viab	Rab2A wt mod	Rab7 wt GTP bind	Avidin bead fluor	Mcl1 Noxa PPI	Bim-Mcl-1	Rac1 wt GTP bind	Cdc42 wt	Rac1 mut GTP
> CCc1cccc(NC(=O)c2snc3c(=O)[nH]cnc23)c1
 : -32	101	13	100	101	4	-14	4	105	103	100
> O=C(NC1CCCCC1)c1ccc(CNc2ccccc2)o1
 : -13	96	18	94	95	5	5	2	95	96	93
> N/C(Cc1cccs1)=N\OC(=O)COc1ccc(Br)cc1
 : -2	94	24	92	96	10	14	3	90	94	92
> CCN(CC)c1ccc(C(=O)OCC(=O)Nc2cc3oc4ccccc4c3cc2OC)cc1
 : 37	98	-7	99	96	12	17	0	101	98	98
> O=S(=O)(N1CCOCC1)n1nnc2ccccc21
 : -5	98	nt	98	95	37	-19	-3	98	98	97
> Cc1cccc(N2N=C(C(=O)Nc3nc(C)cs3)CCC2=O)c1
 : -31	93	-5	96	95	11	3	0	96	95	95
> O=C(CSc1nc2ccsc2c(=O)n1Cc1ccc(C(=O)O)cc1)NCC1CCCO1 (centres undefined)
 : 18	99	-11	102	103	13	14	73*	106	102	100
> Cc1cccc(-n2c(O)c(C=Nc3ccc4c(c3)OCO4)c3ccccc3c2=O)n1
 : 11	103	nt	102	102	6	30	0	107	104	102
> CCOC(=O)c1c2ccc(OCC(=O)N/N=C/c3ccc(Cl)cc3)cc2n2ccccc12
 : 47	99	nt	98	100	11	40	0	99	96	98
> COc1ccccc1CN1C[C@@H]2C[C@@H](c3cccc(C)c3)N3CCC[C@@]23C1=O
 : -18	100	-1	101	103	6	2	0	98	97	94
> CCOc1ccccc1N(CC(=O)Nc1ccc(S(=O)(=O)N2CCOCC2)cc1)S(=O)(=O)c1ccc(Cl)cc1
 : -14	104	-1	100	98	12	-5	30	104	99	100
> CC(C)CC(=O)OC1C(N2CCOCC2)c2c(ccc(/C=C/C(=O)N3CCOCC3)c2O)OC1(C)C (centres undefined)
 : -7	100	-8	97	96	12	17	5	102	99	99
> N=c1oc2cc(O)ccc2cc1C(=O)Nc1ccccn1
 : -20	93	nt	93	92	13	13	0	93	95	96
> NC1=NC(=O)C2(COC(c3ccccc3Cl)OC2)S1 (centres undefined)
 : -5	97	nt	94	94	5	-1	-6	97	95	97
> c1ccc(-n2nnnc2OCCOc2nnnn2-c2ccccc2)cc1
 : 5	?	nt	?	?	14	8	-4	?	?	?
> CC1(C)SCC2C(=O)N3C(CSC3(C)C)C(=O)N21 (centres undefined)
 : -12	100	nt	99	100	8	0	1	102	101	98
> CC(=O)Nc1ccc(NC(=O)c2ccccc2S(=O)(=O)c2ccc([N+](=O)[O-])cc2)cc1
 : 3	97	-1	98	92	10	2	-1	100	101	99
> CSc1nc(C)c(CCOC(=O)c2cccc(Cl)c2)c(=O)[nH]1
 : -20	98	1	98	97	6	4	-3	100	102	99
> Cc1ccc(CSc2nnc(-c3cccs3)n2C)cc1
 : -9	99	nt	98	97	35	-4	-4	101	99	100
> NC(N)=NS(=O)(=O)c1ccc(NC(=S)NC(=O)c2ccc3c(c2)OCO3)cc1
 : -20	111	-10	114	100	7	13	-6	123*[activator]	109	105

# Later entries.
# Sequence of screens: Mcl1 Bid PPI	HRas wt GTP	Pf gamet viab	Rab2A wt mod	Rab7 wt GTP bind	Avidin bead fluor	Mcl1 Noxa PPI	Bim-Mcl-1	Rac1 wt GTP bind	Cdc42 wt	Rac1 mut GTP
> COC(=O)C1=NN(c2ccccc2)C2(S1)SC(C(C)=O)=C(C)N2c1ccccc1 (centres undefined)
 : -42	97	nt	95	95	18	-4	-3	99	99	97
> COc1cccc(NC(=O)Cc2nnc(SCCOc3ccccc3)n2C)c1
 : -9	99	-10	97	98	13	-1	0	96	100	94
> CON(c1nc(Cl)nc(N(C)C)n1)S(=O)(=O)c1ccccc1Cl
 : -10	101	nt	100	97	11	2	-1	99	100	100
> CCCCCOC(=O)Cn1c(=O)oc2ccc(C)cc21
 : -16	105	nt	102	101	1	6	0	105	105	103
> CCCCN(C)C(=O)c1nc2ccccn2c1CN1CCN(c2ncccn2)CC1
 : -11	100	nt	99	107	3	15	-5	98	100	97
> COC(=O)c1ccc(/C=C(\C#N)c2nc3ccccc3s2)cc1
 : 59*	98	nt	98	101	34	59*	0	103	99	96
> COc1cccc(-c2ccc(=O)n(CC(=O)Nc3ccc(C(=O)N4CCCC4)cc3)n2)c1
 : -36	98	nt	97	96	11	-1	-4	96	93	98
> Cc1ccccc1-n1c(SCc2cc(=O)n3ccccc3n2)nc2[nH]ncc2c1=O
 : -42	101	nt	100	96	14	0	-8	104	102	101
> Cc1[nH]n(-c2ccc([N+](=O)[O-])cc2)c(=O)c1C=NCCc1c(C)[nH]c2ccccc12
 : -95	100	-12	98	99	17	-1	-1	102	98	100
> COC(=O)CN1C(=O)CC(C)(C)S(=O)c2ccccc21 (centres undefined)
 : -10	?	nt	?	?	9	20	0	?	?	?
> Cc1nnc2ccc(-c3cccc(NC(=O)Cc4cccs4)c3)nn12
 : -40	94	21	95	96	7	50	2	96	95	94
> O=c1c2ccccc2nc(-c2cccs2)n1-c1cccc2ccccc12
 : 9	99	-5	98	98	4	5	-3	102	96	97
> CC(=O)c1cccc(NC(=O)c2ccc(N(C)S(C)(=O)=O)cc2)c1
 : -8	97	5	99	94	13	-6	0	97	98	97
> Cc1ccc(C)c(OCCn2cc(/C=C(\C#N)C(=O)NCc3ccco3)c3ccccc32)c1
 : -9	101	-7	101	99	16	16	-1	101	99	99
> CCC(C)c1c(O)nc(SCC(=O)c2ccccc2)[nH]c1=O (centres undefined)
 : -21	99	3	100	95	19	22	0	103	101	98
> Cc1ccc(SCC(=O)N2CC(C)OC(C)C2)cc1 (centres undefined)
 : 16	102	12	100	100	7	5	0	105	104	100
> CSc1ccc(Cn2nnc(C(=O)NCc3ccccc3)c2N)cc1
 : -18	99	nt	99	98	6	15	-2	103	101	95
> Cc1ccc(C)c(N2CC(C(=O)O)CC2=O)c1 (centres undefined)
 : -15	95	-11	97	101	13	3	0	98	97	94
> CCC(=O)c1ccc(O)cc1
 : -10	102	nt	105	102	7	11	-3	102	103	100
> C/C(=N\NC(=O)c1ccc(C)cc1C)c1ccc(-n2ccnc2)cc1
 : 1	97	-16	98	101	11	4	-1	104	104	100

# Continued:
# Sequence of screens: Mcl1 Bid PPI	HRas wt GTP	Pf gamet viab	Rab2A wt mod	Rab7 wt GTP bind	Avidin bead fluor	Mcl1 Noxa PPI	Bim-Mcl-1	Rac1 wt GTP bind	Cdc42 wt	Rac1 mut GTP
> CN1CCN(Cc2nc(-c3cccs3)no2)CC1c1ccccc1 (centres undefined)
 : -36	94	1	96	91	2	-4	1	95	95	96
> N/C(=N\OC(=O)CCc1ccccc1)c1ccc(Br)cc1
 : -9	100	9	99	96	22	2	-3	100	100	98
> Cc1ccc(N(CC(=O)N/N=C/c2cccs2)S(C)(=O)=O)cc1Cl
 : -15	102	24	99	102	6	-3	-2	110	102	100
> COc1ccc(CN2CCNC(=O)C2CC(=O)NCCSc2nccn2C)cc1OC (centres undefined)
 : -36	96	nt	98	98	12	1	-5	98	97	95
> COc1ccc(S(=O)(=O)N2CCCCCC2)cc1N
 : -24	98	nt	100	105	10	12	-3	102	98	93
> COc1ccc(-c2cc(-c3c(O)c(OC)c4occc4c3OC)[nH]n2)cc1OC
 : -33	91	-2	91	93	11	31	4	96	94	96
> COc1ccc(/C=N/OC(=O)Nc2ccccc2OC)cc1
 : 4	95	16	93	101	11	4	0	99	96	92
> Cc1ccc(C)c(C(=O)CSc2nc3ccccc3c(=O)[nH]2)c1
 : -1	95	-2	95	98	13	12	-3	100	96	96
> CCCOc1ccc(/C=N/Nc2ccc(C(=O)O)cc2)c(OCCC)c1
 : -31	94	-17	97	93	9	22	0	94	93	94
> CCN(CC(=O)N1CCOCC1)S(=O)(=O)c1ccc(C)cc1
 : -20	99	18	100	101	10	6	-1	99	101	98
> C/C(Cn1nnc2ccccc21)=N\NC(=O)c1cccc(Br)c1
 : -7	101	nt	100	98	14	3	-4	103	102	101
> CCCOc1ccc(S(=O)(=O)n2cc(Br)c(=O)[nH]c2=O)cc1
 : -19	103	-21	100	105	25	17	-4	105	108	97
> O=C(O)CC1(CC(=O)Nc2ccccc2C(=O)c2ccccc2)CCCC1
 : -10	97	1	100	97	8	10	-2	98	101	95
> Cc1cc(C)nc(NS(=O)(=O)c2ccc(NC(=S)NC(=O)CC(C)C)cc2)n1
 : -3	95	nt	95	94	118*	9	-3	99	93	97
> COc1cc(NC(=O)c2ccco2)c(C(=O)O)cc1OC
 : 19	100	4	100	98	12	30	0	98	99	99
> CCOC(=O)CSC(CC)C(=O)Nc1nnc(CC)s1 (centres undefined)
 : 2	99	nt	98	97	8	-6	0	99	97	98
